From PubChem
TNF necrop inh = inhibitors of TNF-alpha triggered necroptosis, primary screen, cell-based, Jurkat FADD-/-, single concentration; Jurkat FADD-/- TNF necroptosis rescue, ATP luminescence, 24 h; 0 = TNF only, 100 = no-TNF cells; activation (protection from cell death), % at 10 µM; actives 0.068% (n = 220,000);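 active = activation, meaning protection from cell death, of at least 50% relative to plate controls; inactive = activation below 50%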;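 note: necroptosis triggered by 40 ng/mL TNF-alpha added together with compound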
KCC2 mod = KCC2 cotransporter modulators, thallium flux, primary screen, cell-based, HEK293 KCC2, FluoZin-2 fluorescence, MLSMR; Solute carrier family 12 member 5 (Homo sapiens), Q9H2X9; KCC2 cells, thallium flux FluoZin-2 fluorescence; B-score of Tl+ flux slope (higher = more flux/activation; lower = inhibition) at 10 µM; actives 2.2% (n = 190,000); AID 1456, 2008;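 active = thallium flux slope and its plate-corrected score both differing from the plate sample mean at a set confidence after two filtering rounds, in either direction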;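 note: slope of fluorescence scaled to starting intensity during 10 to 20 s after thallium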
Target sequence (Q9H2X9 whole entry, looked up): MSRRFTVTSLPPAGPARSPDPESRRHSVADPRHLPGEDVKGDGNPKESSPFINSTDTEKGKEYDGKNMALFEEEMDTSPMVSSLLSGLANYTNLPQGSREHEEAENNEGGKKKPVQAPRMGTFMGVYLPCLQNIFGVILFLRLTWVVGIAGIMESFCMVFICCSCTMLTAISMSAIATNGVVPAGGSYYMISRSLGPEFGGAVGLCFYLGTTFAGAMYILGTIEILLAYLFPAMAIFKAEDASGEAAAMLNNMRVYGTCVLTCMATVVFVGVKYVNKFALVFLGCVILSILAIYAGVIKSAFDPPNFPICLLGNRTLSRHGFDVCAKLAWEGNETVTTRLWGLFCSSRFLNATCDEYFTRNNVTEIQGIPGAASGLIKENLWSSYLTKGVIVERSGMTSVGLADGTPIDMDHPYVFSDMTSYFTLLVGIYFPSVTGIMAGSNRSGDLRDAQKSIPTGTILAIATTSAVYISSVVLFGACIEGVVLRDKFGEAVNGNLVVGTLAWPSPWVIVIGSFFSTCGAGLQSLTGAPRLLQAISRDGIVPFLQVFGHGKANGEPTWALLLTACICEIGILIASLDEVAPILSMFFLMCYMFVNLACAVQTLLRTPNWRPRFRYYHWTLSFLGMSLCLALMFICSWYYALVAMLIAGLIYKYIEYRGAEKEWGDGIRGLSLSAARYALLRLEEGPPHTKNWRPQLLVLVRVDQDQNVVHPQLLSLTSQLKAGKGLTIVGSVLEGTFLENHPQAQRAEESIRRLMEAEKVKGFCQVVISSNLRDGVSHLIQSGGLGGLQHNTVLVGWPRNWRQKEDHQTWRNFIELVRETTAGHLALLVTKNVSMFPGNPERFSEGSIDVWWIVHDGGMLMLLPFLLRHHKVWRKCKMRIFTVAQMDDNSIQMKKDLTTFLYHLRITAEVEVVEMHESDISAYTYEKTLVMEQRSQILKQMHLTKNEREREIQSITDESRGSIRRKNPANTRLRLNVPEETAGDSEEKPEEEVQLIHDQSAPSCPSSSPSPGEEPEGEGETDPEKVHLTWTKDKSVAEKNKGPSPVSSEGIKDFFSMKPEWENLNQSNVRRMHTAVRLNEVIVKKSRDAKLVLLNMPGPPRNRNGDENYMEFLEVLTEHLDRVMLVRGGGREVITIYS
FXIIa inh 1536 = human FXIIa protease inhibitors, primary screen, biochemical, 1536-well; Coagulation factor XII (Homo sapiens), P00748; purified FXIIa, Boc-QGR-AMC fluorogenic substrate, 2 h; inhibition, % at 5 µM; actives 0.3% (n = 220,000); in the data active = inhibition above about 40%;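 note: 0% = enzyme with no compound and 100% = blank without enzyme; many of its hits are not listed in these tables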
FXIa inh 1536 = human FXIa protease inhibitors, primary screen, biochemical, 1536-well | actives 0.14% (n = 220,000) | purified FXIa, Boc-Glu-Ala-Arg-AMC fluorogenic substrate | AID 798, 2007 | Coagulation factor XI (Homo sapiens), P03951 | inhibition, % at 5 µM;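 active = inhibition of at least 40%; inactive = inhibition below 40%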;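 note: fluorescence of freed AMC excited at 355 nm; 0% = enzyme without compound and 100% = no enzyme blank; many of its hits are not listed in these tables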
L929 necroptosis = inhibitors of zVAD-triggered necroptosis, primary screen, L929 cells; actives 0.38% (n = 220,000); AID 1377, 2008; viability rescue, % at 10 µM; L929 zVAD necroptosis rescue, ATP luminescence, 24 h; with zVAD 60 µM;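 active = activation, scaled between plate controls, above about 75%, limit read from the data; inactive = activation under that limit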;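 note: 0% = zVAD with DMSO and 100% = DMSO alone without zVAD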
thrombin 1536 = human alpha-thrombin inhibitors, primary screen, counter-screen for coagulation protease inhibitor project, biochemical, 1536-well, fluorogenic AMC substrate; Prothrombin (Homo sapiens), P00734; Boc-VPR-AMC fluorogenic substrate cleavage; inhibition, % at 5 µM; actives 0.26% (n = 220,000);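 active = inhibition at or above 40%; inactive = inhibition below 40%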;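 note: 0% = enzyme with no compound and 100% = wells without enzyme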
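Test system: human alpha-thrombin; medium: pH 7.5 Tris-saline with Tween 20; times: reaction at room temperature; signal: AMC fluorescence at 355 nm excitation and 460 nm emission; also added: Boc-VPR-AMC substrate, 15 µM final; dosing: one concentration per compound, 5 µM, with 0.2% DMSO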
Rad51 HR inh = human RAD51 strand exchange inhibitors, primary screen, biochemical, fluorescence; hRad51 DNA strand exchange, fluorescence dequenching; AID 1385, 2008; DNA repair protein RAD51 homolog 1 (Homo sapiens), Q06609; actives 0.085% (n = 200,000); inhibition, % at 10 µM;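 active = inhibition above 40% at the single screening dose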;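 note: 0% = DMSO control wells and 100% = blanks with heterologous ssDNA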
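material = hRad51 filaments on single-stranded DNA | reagent = Donor/quencher-labelled 47-bp dsDNA substrate | compound = 10 µM final, single point | schedule = strand-exchange reaction 15 min at room temperature | measured by = fluorescein emission 520 nm, excitation 485 nm | read-out basis = % inhibition versus plate control and blank means | benchmarks = plate controls and plate blanks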
Hck Nef HTS = inhibitors of Nef-activated human Hck kinase, primary screen, biochemical, Z-Lyte FRET, 384-well, Hck-YEEI; actives 0.68% (n = 220,000); inhibition, % at 20 µM; Recombinant Hck-YEEI plus Nef, Z-Lyte FRET kinase assay; Tyrosine-protein kinase HCK (Homo sapiens), P08631; AID 463187, 2010;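 active = Hck-Nef kinase inhibition above about 50%, limit read from the data; inactive = inhibition below that limit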;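 note: 0% = DMSO with Hck plus Nef and 100% = Hck alone without Nef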
hK5 inh = human KLK5 protease inhibitors, primary screen, biochemical, 1536-well; recombinant hK5, fluorogenic AMC substrate cleavage; inhibition, % at 5 µM; actives 0.59% (n = 210,000); AID 873, 2007;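 active = inhibition of 40% or more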;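 note: 0% = enzyme controls without compound and 100% = no-enzyme blanks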
Starred values were filed as active, the others as inactive; nt = not tested or not shown.

SMILES | TNF necrop inh | KCC2 mod | FXIIa inh 1536 | FXIa inh 1536 | L929 necroptosis | thrombin 1536 | Rad51 HR inh | Hck Nef HTS | hK5 inh
CCNC(=O)NC(=O)C(C)OC(=O)c1oc2ccccc2c1CSC1CCCCC1 (stereo not drawn) | 2.7 | 0.98 | -5 | -1 | 0.9 | -12 | 0 | 10 | -18
O=C(COc1cccnc1[N+](=O)[O-])Nc1cccc(S(=O)(=O)N2CCCCC2)c1 | 1.8 | 0.1 | 8 | 4 | 1.2 | -8 | 0 | 2 | -4
CC(C)Cn1c(N)c(C(=O)CSc2nc3ccccc3n2C)c(=O)n(C)c1=O | -2.7 | -0.022 | -9 | -12 | 0.1 | 2 | -1 | 2 | -5
COc1ccc(-c2cc(=Nc3ccc(C(=O)O)cc3)c3cc(C)ccc3o2)cc1 | 0.3 | -4 | -1 | -3 | 12 | 0 | 1 | 5 | -21
CCCCNC(=S)NNC(=O)c1cccnc1 | 0.0 | 0.12 | 4 | -1 | 0.2 | -4 | -2 | -1 | -14
NNC(=O)c1ccc(CN2CCCCC2)o1 | 0.2 | 1.2 | 5 | -2 | 0.9 | 0 | -21 | -14 | nt
COc1ccc(N2CCN(S(=O)(=O)c3ccc(C(=O)NC4CCCC4)cc3)CC2)cc1 | 0.7 | 0.085 | 47* | 8 | -0.2 | -4 | -8 | 0 | 6
CC(=O)c1c(NC(=O)c2ccccc2)[nH]c(-c2ccccc2)nc1=S | -0.3 | 36* | 2 | -7 | 1.5 | 1 | 0 | -3 | -12
CCC(C(=O)O/N=C(\N)c1ccc(C)cc1)c1ccccc1 (stereo not drawn) | 0.8 | -0.31 | -16 | 3 | 1.5 | -5 | 0 | 1 | -18
CSc1ccccc1NC(=O)CN(C)CC(=O)Nc1ccc(N2CCOCC2)cc1 | 0.1 | -0.1 | 10 | -1 | -0.7 | -5 | -6 | 18 | 2
CCOc1ccc(N=C2SC(C(=O)Nc3ccccc3C#N)C(N)=C2C(=O)Nc2ccc(Cl)cc2)cc1 (stereo not drawn) | 0.6 | 0.65 | 5 | -2 | 0.3 | -2 | 4 | 19 | -1
O=C(CN1C(=O)NC2(CCc3ccccc3C2)C1=O)Nc1ccc(Cl)cc1F (stereo not drawn) | 2.6 | 0.55 | 7 | -2 | 3.2 | -3 | 6 | 1 | -4
CSCCC(NC(=O)c1cncc(Br)c1)C(=O)O (stereo not drawn) | -0.9 | -0.32 | 16 | -3 | -0.4 | 9 | 4 | 0 | 52*
C=CCOc1ccc(CNn2c(C)n[nH]c2=S)cc1OC | -0.9 | 0.22 | 8 | 8 | 0.3 | 4 | -8 | -2 | -17
CC(=C\c1ccco1)/C=C1/SC(=S)N(CC(=O)O)C1=O | 1.2 | -0.95 | 11 | 8 | 0.0 | 1 | -24 | 6 | 6
O=C(NCC1CCCO1)c1ccc(S(=O)(=O)N2CCCCC2)cc1 (stereo not drawn) | 1.1 | 0.76 | 1 | -11 | -1.0 | -19 | 3 | -5 | -14
CN(C)CCCn1c(SCC(=O)Nc2nc(-c3cccc(Br)c3)cs2)nc2ccccc2c1=O | -27 | nt | 16 | 5 | -3.2 | 4 | 17 | -43 | 4
OCCCc1nc2ccccc2[nH]1 | -1.4 | 1.4 | 12 | 4 | 0.0 | 1 | nt | 10 | 17
Clc1ccc(Oc2cccc(/C=N/n3cnnc3)c2)cc1 | -6.2 | -0.22 | 15 | 4 | -0.1 | 0 | -10 | 1 | -1
COc1ccc(Br)cc1-c1noc(-c2ccccc2)n1 | -1.2 | -0.25 | 13 | -6 | -0.4 | 2 | 7 | 4 | -4
c1ccc2c(c1)[nH]c1nc3nncn3nc12 | 0.6 | nt | 13 | 6 | 0.9 | -3 | 8 | 1 | -18
COc1ccc(Cl)cc1NC(=S)NN1CCOCC1 | -0.1 | 0.37 | 6 | -5 | -0.2 | 0 | 12 | 9 | -9
CCOC(=O)c1cccc(NC(=O)CNS(=O)(=O)c2cccs2)c1 | -1.4 | -0.31 | 6 | 1 | 0.1 | -2 | -5 | 1 | -22
COc1ccccc1N(CC(=O)Nc1ccccc1C(=O)NC(C)C)S(C)(=O)=O | 0.1 | nt | 10 | 5 | 1.7 | 5 | 2 | 3 | -11
O=C(c1oc(=O)c2ccccc2c1-c1ccccc1)N1CCN(C2CCCCC2)CC1 | -0.8 | 0.065 | 10 | -1 | -0.4 | -1 | -10 | 20 | 4

Some entries already given, showing only Rad51 HR inh, KCC2 mod and TNF necrop inh:
SMILES	Rad51 HR inh	KCC2 mod	TNF necrop inh
CC(=C\c1ccco1)/C=C1/SC(=S)N(CC(=O)O)C1=O	-24	-0.95	1.2
O=C(NCC1CCCO1)c1ccc(S(=O)(=O)N2CCCCC2)cc1 (stereo not drawn)	3	0.76	1.1
CN(C)CCCn1c(SCC(=O)Nc2nc(-c3cccc(Br)c3)cs2)nc2ccccc2c1=O	17	nt	-27

(further entries)
SMILES | TNF necrop inh | KCC2 mod | FXIIa inh 1536 | FXIa inh 1536 | L929 necroptosis | thrombin 1536 | Rad51 HR inh | Hck Nef HTS | hK5 inh
CCN(CC)c1ccc(CNc2nc3ccccc3n2CCN2CCOCC2)cc1 | 2.4 | 0.06 | 8 | 0 | -1.3 | 7 | 15 | 5 | -2
c1ccc(-c2ccc(-c3[nH]ncc3CN3CCC(N4CCSCC4)CC3)cc2)cc1 | 6.3 | -0.75 | 0 | -5 | 40 | -7 | 3 | 18 | -2
CC(=O)CCn1cc([N+](=O)[O-])nc1C | 0.4 | -0.49 | 8 | -6 | -0.9 | -1 | -3 | -2 | 5
O=C(CSc1nc2c(sc3ccccc32)c(=O)n1Cc1ccco1)NCC1CCCO1 (stereo not drawn) | 0.2 | 0.63 | -15 | -10 | -0.1 | -12 | -8 | 0 | -31
C=CCc1cc(C)ccc1OCCn1ccnc1 | -0.5 | -1 | 17 | 9 | -0.7 | 3 | 4 | -2 | -14
Cc1nc(Nc2nc3ccccc3o2)nc(C)c1C | -4.1 | 0.9 | 3 | -4 | -0.2 | -1 | nt | 19 | 0
CCOc1ccccc1Nc1nc(-c2sc(NC(=O)c3cccc(Cl)c3)nc2C)cs1 | 0.5 | -0.82 | 23 | 18 | 0.9 | 0 | -2 | 2 | -6
COc1ccc(OCCNC(=O)Nc2cc(F)c(F)cc2Cl)cc1 | 1.3 | 0.086 | nt | -7 | 5.7 | -7 | 2 | -41 | -2
CCOc1ccc(OCC(=O)Nc2ccc(S(N)(=O)=O)cc2)cc1 | 0.8 | 0.6 | 5 | -5 | 3.3 | -8 | -3 | 19 | -2
COc1cc(/C=c2\s/c(=C\C(=O)C(C)(C)C)[nH]c2=O)cc(OC)c1OC | -0.5 | 1.9 | 29 | 35 | 15 | 34 | -24 | 22 | 47*
CCN(CC)c1ccc2cc(C(N)=O)c(=O)oc2c1 | -4.4 | -0.93 | 9 | 3 | 0.2 | 1 | -10 | 123* | 16
O=C1CCCC2=C1C(c1ccccc1)NC(=S)N2 (stereo not drawn) | -1.7 | 0.47 | 9 | -4 | -0.2 | -7 | -11 | 27 | 0
COc1ccccc1OCC(=O)OCn1c(SC)nnc(C)c1=O | 0.3 | 0.89 | 13 | 6 | 0.2 | 26 | -13 | 0 | -18
COc1cccc2cc(C(=O)N3CCN(C/C=C/c4ccccc4)CC3)c(=O)oc12 | 0.8 | nt | -5 | 4 | 0.3 | 2 | 6 | 16 | -4
CC(=O)c1cc2c(cc1NC(=O)c1cc(C)nn1-c1ccccc1)OCO2 | -11 | -0.023 | 7 | 4 | nt | 0 | nt | 3 | -10
Cc1ccc(C)c(N(CC(=O)NCc2ccco2)C(=O)CCC(=O)Nc2ccccn2)c1 | -1.5 | -0.02 | 6 | 0 | -0.3 | -2 | 5 | 0 | -21
O=C(O)c1ccccc1C(=O)NNc1ccc(Cl)cc1 | -3.7 | nt | 8 | -4 | -0.4 | -3 | 2 | -1 | -14
COCCCNC(=O)C(C#N)c1nc2ccccc2nc1N1CCCC1 (stereo not drawn) | 0.0 | -1.1 | 10 | -1 | 1.1 | -2 | -12 | 2 | 4
CC1CCC2(CC1)NC(=O)c1ccccc1O2 (stereo not drawn) | -0.6 | nt | 15 | 6 | 1.2 | -1 | -3 | 0 | 5
O=C1CCC(=O)N1OCCCOc1ccccc1 | 2.1 | 0.67 | -9 | 0 | -0.7 | -7 | -1 | 3 | 5
CCN1CCCn2c1nc1c2c(=O)n(C)c(=O)n1C | 1.0 | -0.49 | 5 | 0 | 0.1 | -6 | 7 | 3 | -18
Cc1ccc(Oc2ncccc2/C=N/O)cc1 | -1.2 | 0.7 | 12 | 1 | 0.6 | 3 | 7 | 0 | 6
CCOc1ccc(C(=O)NN2C(=O)C3C4C=CC(O4)C3C2=O)cc1 (stereo not drawn) | -1.1 | -0.18 | 20 | 8 | -0.1 | -1 | -3 | -2 | -13
Cc1ccc2c(c1)N(CC(=O)NC1CCC(C)CC1)C(=O)CO2 (stereo not drawn) | 1.4 | -0.82 | 13 | -5 | -0.1 | -3 | -2 | 1 | 4

Looked up by compound from above (five):
SMILES | TNF necrop inh | KCC2 mod | FXIIa inh 1536 | FXIa inh 1536 | L929 necroptosis | thrombin 1536 | Rad51 HR inh | Hck Nef HTS | hK5 inh
O=C(CSc1nc2c(sc3ccccc32)c(=O)n1Cc1ccco1)NCC1CCCO1 (stereo not drawn) | 0.2 | 0.63 | -15 | -10 | -0.1 | -12 | -8 | 0 | -31
Cc1ccc(C)c(N(CC(=O)NCc2ccco2)C(=O)CCC(=O)Nc2ccccn2)c1 | -1.5 | -0.02 | 6 | 0 | -0.3 | -2 | 5 | 0 | -21
C=CCc1cc(C)ccc1OCCn1ccnc1 | -0.5 | -1 | 17 | 9 | -0.7 | 3 | 4 | -2 | -14
COc1ccc(-c2cc(=Nc3ccc(C(=O)O)cc3)c3cc(C)ccc3o2)cc1 | 0.3 | -4 | -1 | -3 | 12 | 0 | 1 | 5 | -21
CCOC(=O)c1cccc(NC(=O)CNS(=O)(=O)c2cccs2)c1 | -1.4 | -0.31 | 6 | 1 | 0.1 | -2 | -5 | 1 | -22

Some of the compounds tested (hit frequency here may not be typical).
